# Anthrax LF prot: Bacillus anthracis LF protease inhibitors, primary screen, biochemical, multiplex microsphere, MLPCN library. Lethal factor (Bacillus anthracis), P15917. multiplex microsphere protease cleavage assay. inhibition, % at 10 µM. hit rate 0.12% among 360,000. AID 588501, 2011; in the data active means inhibition above about 30%; inconclusive means no clear call, values can overlap the other calls; further: plate controls were buffer without enzyme for full effect and enzyme alone for no effect
# BH1578 lux ind: inducers of Vibrio cholerae quorum light production without autoinducers, primary screen, BH1578 luxS cqsA deficient, single point; V. cholerae BH1578 lux reporter, luminescence, 6 h; activation, % at 18.7 µM; hit rate 0.16% among 350,000; AID 588436, 2011; in the data active means activation mostly above about 9.7%, no sharp cut-off; inconclusive means no clear call, values can overlap the other calls; inactive means mostly below about 3.7%; further: not every result past the cut was called active; inactives centre near 0; reference of the scale not given here
# DUSP3 inh: VHR1 phosphatase inhibitors, primary screen, biochemical, absorbance, uHTS | Dual specificity protein phosphatase 3 (Homo sapiens), P51452 | recombinant VHR phosphatase, pNPP absorbance | inhibition, % at 13.3 µM | hit rate 0.52% among 290,000 | AID 1654, 2009; in the data active means inhibition above about 50%; further: some compounds called inactive have numbers as strong as hits
# Target sequence (P51452 whole entry, looked up): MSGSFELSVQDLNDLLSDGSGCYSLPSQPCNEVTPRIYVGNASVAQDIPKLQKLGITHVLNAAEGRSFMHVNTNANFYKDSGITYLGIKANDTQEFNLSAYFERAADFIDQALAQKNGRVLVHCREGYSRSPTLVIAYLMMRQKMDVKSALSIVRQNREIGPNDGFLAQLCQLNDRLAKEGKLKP
# PfHsp40 rescue: rescue of yeast from PfHsp40 toxicity, primary screen, S. cerevisiae, ATP luminescence; S. cerevisiae expressing PfHsp40, growth rescue; AID 504582, 2011; growth rescue, % at 12.5 µM; hit rate 0.68% among 340,000; in the data active means growth rescue above about 28%, passing the limit was not always enough; inconclusive means no clear call, values can overlap the other calls;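 further: yeast W303a lacking pdr1 and pdr3 grown in galactose medium; growth measured after three days at 30 °C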
# PriA SSB inh: inhibitors of Klebsiella pneumoniae PriA binding to SSB C-terminal tail, primary screen, biochemical, AlphaScreen | PriA–SSB C-terminal tail interaction (Klebsiella pneumoniae) | AlphaScreen SSBct-PriA binding, biotinylated peptide | inhibition, % at 33 µM | hit rate 0.6% among 430,000 | AID 1272365, 2023; in the data active means inhibition mostly above about 37%, no sharp cut-off; inactive means mostly below about 20%;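 further: plate controls were negative control peptide for no effect and reference peptide for full effect; strong numbers were not always called active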
# SARS 3CLpro inh: SARS-CoV 3CLpro protease inhibitors, primary screen, biochemical, quenched FRET; hit rate 0.14% among 290,000; AID 1706, 2009; Replicase polyprotein 1ab (Severe acute respiratory syndrome coronavirus), P0C6X7; inhibition, % at 6 µM; recombinant SARS-CoV 3CLpro, quenched FRET peptide cleavage; in the data active means inhibition above about 12%
# Y pestis TopoI: Yersinia pestis topoisomerase I inhibitors, primary screen, biochemical, cleavage product accumulation, plate reader, single point. AID 504884, 2011. hit rate 0.064% among 360,000. Y. pestis Topo-I cleavage product accumulation. activity, % at 10 µM; in the data active means activity above about 50%, passing the limit was not always enough; inconclusive means no clear call, values can overlap the other calls; further: inactives centre near 2
# Rv3671c protease: Rv3671c serine protease inhibitors, primary screen, biochemical, fluorescence polarization, M. tuberculosis H37Rv | inhibition, % at 5.96 µM | P9WHR9 | hit rate 0.048% among 320,000 | AID 2606, 2010; in the data active means inhibition above about 38%;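 further: extracellular domain of Rv3671c used as enzyme; 0% = enzyme with DMSO and 100% = no enzyme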
# Target sequence (P9WHR9 whole entry, looked up, the tested form may be a part): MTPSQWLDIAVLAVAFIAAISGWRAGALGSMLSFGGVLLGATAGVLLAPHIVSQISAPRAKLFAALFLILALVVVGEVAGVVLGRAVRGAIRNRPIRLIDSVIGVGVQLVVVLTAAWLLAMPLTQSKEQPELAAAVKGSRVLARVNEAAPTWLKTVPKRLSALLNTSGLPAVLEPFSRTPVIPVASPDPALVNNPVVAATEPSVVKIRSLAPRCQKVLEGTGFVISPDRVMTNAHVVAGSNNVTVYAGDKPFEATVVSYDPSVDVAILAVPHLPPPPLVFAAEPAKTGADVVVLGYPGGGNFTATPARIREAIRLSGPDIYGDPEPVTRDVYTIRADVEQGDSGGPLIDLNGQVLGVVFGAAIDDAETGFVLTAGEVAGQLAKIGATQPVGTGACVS
# MazF activator: activators of E. coli MazEF toxin-antitoxin RNase, primary screen, biochemical, fluorescence, uHTS. activation, % at 20 µM. hit rate 0.32% among 350,000. FAM/BHQ RNA-DNA oligo cleavage fluorescence, 5 h. Endoribonuclease toxin MazF (Escherichia coli (strain K12)), P0AE70. AID 504720, 2011; in the data active means activation above about 50%
# Target sequence (P0AE70 whole entry, looked up): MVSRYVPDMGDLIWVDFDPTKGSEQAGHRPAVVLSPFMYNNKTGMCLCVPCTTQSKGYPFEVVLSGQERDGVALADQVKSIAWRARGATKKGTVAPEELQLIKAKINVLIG
# TcdB inh: TcdB glycohydrolase inhibitors, primary screen, biochemical, single point, plate reader | Toxin B (Clostridioides difficile), P18177 | TcdB glycohydrolase enzymatic assay | inhibition, % at 9.99 µM | hit rate 0.24% among 350,000 | AID 652162, 2013; in the data active means inhibition above about 10%
# An asterisk follows results filed as active; i = inactive; ? = inconclusive; nt = no result given; & = joins results of further samples.
# Values run as follows: Anthrax LF prot, BH1578 lux ind, DUSP3 inh, PfHsp40 rescue, PriA SSB inh, SARS 3CLpro inh, Y pestis TopoI, Rv3671c protease, MazF activator, TcdB inh
> CCN1C(=O)c2cccc3c(S(=O)(=O)NCc4ccco4)ccc1c23
  -1.0, i, 3.3, -0.7, -4.0, 0.6, 0.8, -6.0, -1.2, nt
> O=S(=O)(NC1=NCCCCC1)c1ccc(Cl)cc1
  -3.3, i, 13.2, -0.8, 12.6, 5.0, 9.6, 4.4, -1.9, 0.8
> CC(C)NC(=O)CN(C)S(=O)(=O)c1ccc(F)cc1
  0.5, nt, 23.5, -0.7, -11.2, 1.8, 2.2, -8.2, -3.0, nt
> COc1ccc(/C=C/C(=O)NCCc2ccc(OC)c(OC)c2)cc1
  -3.7, i, 9.6, -0.3, -16.2, 1.2, 1.1, 4.3, -0.8, nt
> O=C(Nc1ccccc1C(=O)Nc1ccccc1C(=O)O)c1ccccc1
  -3.3, i, -2.2, -2.5, 12.6, 3.0, 5.6, -25.6, 11.8, -0.2
> O=C(COC(=O)C1CC1)Nc1ccc2[nH]c(=O)[nH]c2c1
  -6.1, i, 21.6, -1.1, -7.2, -1.9, 4.0, -9.8, -7.4, 1.3
> CCCCNC(=O)CCC(=O)N1CCN(C(c2ccccc2)c2ccccc2)CC1
  1.3, i, 9.2, -0.9, -7.9, 0.9, 19.1, -1.9, -11.8, 3.0
> COc1ccc(CN2C[C@@H](CO)O[C@@H](n3cnc4c(N5CCCC5)ncnc43)C2)cc1
  -0.8, -0.3, nt, nt, nt, nt, -5.3, nt, nt, -0.6
> Clc1ccc(CNC23CN4CN(CN(C4)C2)C3)c(Cl)c1
  2.8, -0.3, 1.3, -0.8, 5.3, -3.1, 3.0, -10.0, 2.7, 0.2
> CC(=O)c1c(COC(=O)c2ccccc2)nc2ccccc2[n+]1[O-]
  0.3, -0.2, 26.4, -1.9, 1.6, 3.2, 2.5, -3.8, 1.2, nt
> CC(=O)Nc1c(Cl)cc2c(c1Cl)Cc1cc(C#N)ccc1-2
  -3.9, i, nt, -1.1, -5.5, nt, -2.3, nt, 14.1, 0.1
> CN(C)Cc1cc(C(C)(C)c2cc(CN(C)C)c(O)c(CN(C)C)c2)cc(CN(C)C)c1O
  -23.8, nt, -0.3, 3.0, -5.1, -4.8, -12.9, -1.6, 3.1, nt
> Cc1ccc(N(CC(=O)N/N=C/c2cccnc2)S(=O)(=O)c2ccccc2)cc1
  -0.6, -0.1, 16.1, -0.8, nt, 9.5, 0.1, -5.0, -0.4, 1.7
> O=C(c1ccco1)N1CCN(C(=S)Nc2ccccc2C(F)(F)F)CC1
  -2.8, -0.6, 27.9, -1.4, -7.0, -6.3, -5.5, 0.1, 1.0, -0.6
> CC(C)Sc1nc2c(c(=O)[nH]c(=O)n2C)n1CC(O)COc1ccccc1 (stereo not given)
  5.7, i, 7.2, -0.8, -2.4, -0.5, -0.5, 1.4, 8.5, 0.5
> O=C(CSc1nnc(CNc2ccc(F)cc2)n1Cc1ccco1)N1CCCC1
  -4.9, -1.9, 35.9, -0.6, -6.6, 1.1, 0.9, -2.8, 0.3, nt
> COc1ccc(CNC(=O)Cn2c(=O)n(CCC(=O)N3CCCCC3)c(=O)c3sccc32)cc1
  -2.2, -0.7, 12.8, -0.1, -18.1, 2.0, 6.4, 0.3, -4.6, 0.5
> CCCCCc1nnc(N)s1
  -4.2, i, 15.2, -1.3, -3.0&-5.7, 4.2, 6.1, 5.6, -0.7, nt
> CCC(c1nnnn1Cc1ccc2c(c1)OCO2)N1CCN(c2ccc(OC)cc2)CC1 (stereo not given)
  3.4, i, 3.4, 3.5, 6.1, 2.4, ?, -2.1, -1.1, nt
> CCN(Cc1ccccc1)C(=O)Cn1c(=O)oc2ccccc21
  2.2, -0.2, 17.4, -1.1, -10.4, 2.7, 8.7, -5.2, -0.8, 0.5
> CCN(CC)C(=O)CSc1nc(N)c(C#N)c(-c2cccs2)c1C#N
  -1.8, 1.4, 4.3, 1.1, -16.7, 5.4, -2.8, -4.8, -5.6, nt
> COCCNc1nc2c(c(=O)n(C)c(=O)n2C)n1Cc1cccc(C(F)(F)F)c1
  3.2, -3.4, 12.7, -0.8, -13.9, -2.1, -2.4, 1.5, -3.5, nt
> OCc1nc2ccccc2n1CC(O)COc1ccccc1 (stereo not given)
  0.1, -1.3, 29.5, 1.0, -16.4, 2.9, 3.3, -4.4, 3.7, nt
> COc1ccc(-c2cc(-c3cccnc3)c(C#N)c(N)n2)cc1
  -1.4, -0.3, 8.4, -1.1, -3.0, -0.2, 2.3, -0.8, -10.3, 0.6
> Cc1ncc([N+](=O)[O-])n1CCOC(=O)c1ccccc1
  -0.6, -0.4, 12.6, -0.1, -2.5, 4.7, -7.6, 3.1, 6.1, nt
> O=C(Nc1nc(-c2ccccn2)cs1)C1COc2ccccc2O1 (stereo not given)
  -7.2, -0.3, -3.3, -0.1, 70.5*, 2.7, -0.8, -80.4, 10.2, -0.1
> O=C(NCc1ccccn1)c1cc(-c2ccccc2)on1
  1.0, -6.2, -7.5, -0.6, -9.4, -0.1, -5.1, -3.9, -4.8, nt
> COc1ccc(-c2noc(CCC(=O)N3CCC(C)CC3)n2)cc1
  -4.1, -0.4, 26.9, 0.4, -5.0, -0.6, 1.6, 1.9, -0.6, nt
> O=C(CSc1nc2ccccc2c(=O)n1CCCN1CCOCC1)Nc1cccc(S(=O)(=O)N2CCCCCC2)c1
  -0.2, -0.1, 4.5, -0.8, -15.8, -5.4, -6.5, -2.1, 3.6, nt
> CCNC(=O)CC1C(=O)N(c2ccc(F)cc2)C(=O)N1CCc1sccc1C (stereo not given)
  1.4, i, 6.2, 1.0, -11.4, -3.0, -0.4, -8.5, -4.1, 1.2

# Continuation:
# Values run as follows: Anthrax LF prot, BH1578 lux ind, DUSP3 inh, PfHsp40 rescue, PriA SSB inh, SARS 3CLpro inh, Y pestis TopoI, Rv3671c protease, MazF activator, TcdB inh
> O=C(NC(=S)N1CCN(C2CCCCC2)CC1)c1ccccc1
  -7.2, -0.2, 12.5, -1.1, -1.8, 2.3, 7.1, 2.5, 2.8, 0.1
> Clc1ccc2oc(-c3ccccn3)nc2c1
  0.4, -0.6, 18.0, 6.3, -2.6, -1.9, -5.6, 0.0, -7.8, nt
> CN1CCN(C(=O)c2cc(COc3ccc(F)cc3Cl)on2)CC1c1ccccc1 (stereo not given)
  -2.1, i, 21.9, 138.7*, -12.7, -1.4, 14.8, -4.9, -3.2, 0.3
> Cc1ccc(C)c(-n2cc(CNC(C)Cn3cncn3)c(-c3ccccc3)n2)c1 (stereo not given)
  0.8, i, 34.0, 0.2, 1.9, -1.9, 1.1, 6.6, 9.2, -0.6
> Cc1cccc(OCCC(=O)Nc2ccc(N3CCOCC3)cc2N2CCOCC2)c1
  -8.7, i, nt, 1.8, 0.3, nt, -3.8, 1.5, 0.9, 1.7
> COC(=O)CN1C(=O)N/C(=C/c2cc(Cl)c(OC)c(OC)c2)C1=O
  -4.0, -2.1, -6.2, -1.7, -7.8, 0.1, 2.3, 14.0, 0.2, 0.5
> O=C(O)c1ccccc1C(=O)N1CCN(S(=O)(=O)c2cccc(C(F)(F)F)c2)CC1
  -6.0, i, nt, -2.5, -11.8, nt, 8.6, -3.2, 5.0, 7.5
> O=C(Nc1cccnc1)c1ccc(Oc2ccccc2)cc1
  -1.4, -0.3, 2.0, 0.4, 2.7, 0.6, -4.4, -14.4, 4.8, nt
> O=c1[nH]c(-c2ccc(F)cc2)nc2c1sc(=S)n2-c1ccccc1
  0.5, 0.4, 9.0, 0.5, -9.5, -2.1, 1.0, 0.0, -3.9, 0.1
> COc1ccc(NC(=O)C2(C)Cc3c(-c4ccc(NC(C)=O)cc4)ccnc3O2)cc1OC (stereo not given)
  -1.8, i, nt, nt, nt, nt, -3.7, nt, nt, -9.8
> O=S(=O)(c1ccccc1)N1CCN(c2ccnc3cc(Cl)ccc23)CC1
  -13.8, -0.3, -3.2, 3.3, -11.3, 1.1, -0.4, -10.8, 1.1, 0.0
> COc1ccc(NC(=O)c2ccc([N+](=O)[O-])o2)cc1
  2.8, -0.6, 4.4, 0.9, -1.7, -5.8, -1.8, -9.9, 3.2, 1.4
> CCN(CC)S(=O)(=O)c1ccc(C(=O)OCn2c(SC)nnc(C)c2=O)cc1
  -3.6, -0.5, 7.3, -0.8, -4.2, -0.5, -1.4, -7.4, -0.1, nt
> Cc1nc2ccccc2c2c1C(=O)N(C(C)C)C2=O
  1.0, -1.7, -0.2, 0.8, -3.0, 3.9, 3.4, -5.7, -5.0, 0.0
> CC(C)c1ccc(-c2nnn(Cc3nc4ccccc4s3)n2)cc1
  -4.4, -4.0, 6.3, -0.1, -21.5, -6.0, 9.2, -3.3, -2.6, nt
> O=C(NNC(=O)c1ccc2ccccc2c1)c1ccc(Cl)c(Cl)c1
  2.3, i, nt, -1.0, -11.3, nt, 8.0, nt, -23.7, 0.5
> COCCOC(=O)c1c(C)oc2cc(Br)c(OCC(N)=O)cc12
  1.5, -0.2, 2.9, -1.1, 4.2, -1.3, -1.1, -8.5, 2.8, 0.7
> O=C(C=Cc1ccc2c(c1)OCO2)c1ccccc1
  -5.8, i, nt, 1.3, 1.1, nt, 1.6, nt, -0.5, 0.7
> Cc1ccc(OCC(=O)N2CCN(S(=O)(=O)c3ccc(Cl)cc3)CC2)c([N+](=O)[O-])n1
  0.3, -0.4, -8.2, -0.2, -11.9, -3.5, 14.0, -5.3, -0.3, nt
> CN(C)c1ccc(/C=N/n2c(-c3ccccc3Br)n[nH]c2=S)cc1
  5.5, 0.2, 6.2, 0.7, nt, -0.4, -7.4, 6.9, 6.4, 0.3
> Cc1cc(C)cc(NC(=O)C(c2ccccc2)N2CCCC2)c1 (stereo not given)
  -0.9, i, 7.4, -0.7, -4.2, 1.0, -1.4, -6.9, 6.6, nt
> CC1CC(OCC(O)CN2CCOCC2)CC(C)(C)C1 (stereo not given)
  -1.3, -0.4, 7.5, 1.3, -5.5, 1.7, 0.3, 9.2, 5.2, 0.7
> O=C(CCc1ccccc1)Nc1sc2c(c1C(=O)O)CCCC2
  -8.8, i, nt, nt, -10.7, nt, -1.8, 4.0, 9.4, -0.7
> CC1CCCCN1S(=O)(=O)c1ccc([N+](=O)[O-])cc1 (stereo not given)
  -17.3, -1.1, 4.9, -1.5, 12.7, -1.6, 1.0, 11.2, 10.3, 0.0
> O=C(Nc1ccc2c(c1)OCO2)c1ccc(Cl)c(S(=O)(=O)N2CCOCC2)c1
  4.2, -0.9, 16.3, 0.0, 12.6, -3.1, 1.1, -4.7, -0.6, 1.3
> COCCn1nnnc1CN1CCC(C)CC1
  -3.1, 4.8, 0.0, 0.7, -0.1, 3.1, 6.9, 2.6, -0.2, nt
> C#CCNC(=O)C1=C[C@H](c2ccc(Br)cc2)C[C@H](OCc2ccc(CO)cc2)O1
  -7.5, i, 30.1, 18.0, 0.0, -1.5, 22.2, -3.2, -1.3, -1.5&0.5
> CC(/C=N/NC(=O)CN1CCN(Cc2ccc(Cl)cc2)CC1)=C\c1ccco1
  -1.8, -0.1, -8.5, 1.6, nt, -2.3, 25.3, 12.0, -2.6, -0.4

# Assay outcomes as filed in PubChem.

# The list is partial; count on the stated rates, not on these rows.
